SRC2 TRFRET art: flags TR-FRET format artefacts in PPARgamma SRC-2 recruitment agonist screen; AID 1049; 200,000 tested, 0.4% active; TR-FRET ratio at 8 µM; TR-FRET artefact counter-screen; hits give high values; in the data active means TR-FRET ratio above about 2000; further: inactives centre near 1500
PPARg SRC-1 ag: promotes SRC-1 coactivator recruitment by human PPARgamma | PPARgamma-SRC-1 coactivator recruitment biochemical assay | activation, % at 8 µM | 200,000 tested, 0.41% active | AID 631; in the data active means activation above about 19%;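 further: 0% = DMSO and 100% = reference agonist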
Target sequence (P37231 whole entry, looked up): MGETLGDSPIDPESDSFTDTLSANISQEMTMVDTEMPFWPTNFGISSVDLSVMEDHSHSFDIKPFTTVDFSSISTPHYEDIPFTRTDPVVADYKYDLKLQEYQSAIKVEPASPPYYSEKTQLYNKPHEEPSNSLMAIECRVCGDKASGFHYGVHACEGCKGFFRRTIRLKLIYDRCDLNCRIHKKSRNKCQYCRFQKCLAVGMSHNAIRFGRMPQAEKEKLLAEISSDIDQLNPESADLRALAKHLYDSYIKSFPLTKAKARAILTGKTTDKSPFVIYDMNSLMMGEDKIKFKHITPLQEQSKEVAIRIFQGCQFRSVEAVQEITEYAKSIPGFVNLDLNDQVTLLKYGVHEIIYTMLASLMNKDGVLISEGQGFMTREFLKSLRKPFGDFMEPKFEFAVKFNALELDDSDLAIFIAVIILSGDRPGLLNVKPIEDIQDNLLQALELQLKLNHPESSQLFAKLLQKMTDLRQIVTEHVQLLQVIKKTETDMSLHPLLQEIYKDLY
TNAP inh hi DEA: TNAP (human) inhibition, high acceptor; purified TNAP, CDP-star luminescence, 1 M DEA; inhibition, % at 20 µM; 200,000 tested, 0.03% active; AID 1135;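 active means over 50% inhibition of tissue-nonspecific alkaline phosphatase at 20 µM in the single-dose screen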;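 further: plate controls were DMSO wells for no effect and EDTA-quenched wells as full inhibition for full effect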
Target sequence (P05186 whole entry, looked up): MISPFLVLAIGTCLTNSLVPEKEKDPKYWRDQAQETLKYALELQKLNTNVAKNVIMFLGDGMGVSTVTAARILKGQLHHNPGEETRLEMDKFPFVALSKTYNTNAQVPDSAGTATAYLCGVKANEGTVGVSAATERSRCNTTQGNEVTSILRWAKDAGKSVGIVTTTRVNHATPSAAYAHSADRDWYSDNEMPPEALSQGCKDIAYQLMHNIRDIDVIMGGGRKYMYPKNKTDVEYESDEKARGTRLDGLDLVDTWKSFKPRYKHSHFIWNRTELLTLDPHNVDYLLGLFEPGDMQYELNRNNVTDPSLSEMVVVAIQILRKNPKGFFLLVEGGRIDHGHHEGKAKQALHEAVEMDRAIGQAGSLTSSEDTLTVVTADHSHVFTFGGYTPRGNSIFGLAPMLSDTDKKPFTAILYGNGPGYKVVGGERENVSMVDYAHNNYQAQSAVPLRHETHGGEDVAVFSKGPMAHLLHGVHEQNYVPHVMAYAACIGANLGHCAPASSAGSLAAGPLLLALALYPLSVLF
PPARg SRC-2 ag: PPARgamma-driven SRC-2 recruitment agonism | P37231 | PPARgamma LBD-SRC-2 recruitment, biochemical | activation, % at 8 µM | 200,000 tested, 0.34% active; in the data active means activation above about 22%;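 further: 0% = vehicle and 100% = reference agonist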
TNAP inh no acc: inhibitors of human TNAP without phosphate acceptor. purified TNAP, CDP-star luminescence, 30 min. 200,000 tested, 0.26% active. AID 1012. inhibition, % at 20 µM;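 active means tissue-nonspecific alkaline phosphatase inhibition above about 50% at 20 µM in the single-dose screen, limit read from the data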;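 further: 0% = DMSO negative control and 100% = EDTA positive control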
bIAP inhibitor: intestinal alkaline phosphatase (bovine) inhibition; inhibition, % at 20 µM; 190,000 tested, under 10 active; purified bovine IAP, CDP-star luminescence, 30 min;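 active means over 50% inhibition of intestinal alkaline phosphatase at 20 µM in the single-dose screen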
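Incubation: 30 min reaction at room temperature / Material: purified bovine intestinal alkaline phosphatase (IAP) enzyme / Input: enzyme at 1/65,000,000 dilution / Dosing: 20 µM single dose / Signal: CDP-star luminescence signal / Reagent: CDP-star chemiluminescent phosphatase substrate, 30 µM final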
Efa HMGR inh: blocks class II HMG-CoA reductase of Enterococcus faecalis | purified E. faecalis HMGR, NADPH absorbance 340 nm kinetic | inhibition, % at 10 µM | 190,000 tested, 0.41% active | AID 1066;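 active means inhibition above a set limit, the median over all tested compounds plus 3 SD, cut at about 9.5% in these data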;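 further: enzyme runs in reverse so mevalonate oxidation gives rising NADPH absorbance; 0% = complete reaction with DMSO and 100% = background rate lacking mevalonate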
PPARg SRC-3 ag: agonists of human PPARgamma SRC-3 coactivator recruitment; 200,000 tested, 0.26% active; activation, % at 8 µM; biochemical PPARgamma/SRC-3 coactivator recruitment assay; AID 731; in the data active means activation above about 23%;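 further: 0% = DMSO and 100% = reference agonist; some compounds past the cut are filed as inactive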
TNAP act hiacc: TNAP (human) activation, high acceptor | 200,000 tested, under 10 active | AID 1136 | activation factor at 20 µM | P05186 | purified TNAP, CDP-star luminescence, 1 M DEA, 30 min; hits give high values; 0 = EDTA background, 1 = DMSO-only activity;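 active means activation factor at least 2 at 20 µM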
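system = human TNAP | amount = enzyme diluted 1/800 final | reagent = 100 µM CDP-star substrate | signal = luminescent substrate turnover signal | dosing = one dose, 20 µM | benchmarks = EDTA negative control, DMSO positive control | measure = activation factor | timing = 30 min reaction, room temperature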
bIAP activator: increases bovine intestinal alkaline phosphatase activity; activation factor at 20 µM; purified bovine IAP, CDP-star luminescence, 30 min; hits give high values; fold of DMSO-control signal, blank-subtracted; 200,000 tested, 0.17% active;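 active means activation factor of 2 or more at 20 µM, a signal rise over negative controls twice the positive control's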
* hit, by the source's call.

CC(NC(=O)/C(C#N)=C/c1cn(-c2ccccc2)nc1-c1ccc(F)cc1)c1ccccc1 (centres undefined) was read as SRC2 TRFRET art 1710, PPARg SRC-1 ag 1, TNAP inh hi DEA 0, PPARg SRC-2 ag 0, TNAP inh no acc -6, bIAP inhibitor 0, Efa HMGR inh -5, PPARg SRC-3 ag 1, TNAP act hiacc 1 and bIAP activator 1.
For Cc1ccc(C)c(OCCSc2nnc(-c3cccnc3)n2N)c1 the results were SRC2 TRFRET art 1691, PPARg SRC-1 ag 4, TNAP inh hi DEA -3, PPARg SRC-2 ag 5, TNAP inh no acc -11, bIAP inhibitor 46, Efa HMGR inh -2, PPARg SRC-3 ag -2, TNAP act hiacc 1 and bIAP activator 0.5.
O=c1cc(CO)oc(CN2CCN(c3ccccc3F)CC2)c1O was read as SRC2 TRFRET art 1496, PPARg SRC-1 ag -4, TNAP inh hi DEA -4, PPARg SRC-2 ag 2, TNAP inh no acc -6, bIAP inhibitor 6, Efa HMGR inh -5, PPARg SRC-3 ag 5, TNAP act hiacc 1 and bIAP activator 0.9.
For COc1ccc(C)cc1Nc1nnc(C)c(=O)[nH]1 the results were SRC2 TRFRET art 1502, PPARg SRC-1 ag -7, TNAP inh hi DEA -5, PPARg SRC-2 ag -8, TNAP inh no acc -10, bIAP inhibitor -5, Efa HMGR inh -2, PPARg SRC-3 ag -2, TNAP act hiacc 1.1 and bIAP activator 1.1.
`COc1cc(OC)cc(C(=O)N2CCC(N3CCCCCC3)CC2)c1` gave SRC2 TRFRET art 1607, PPARg SRC-1 ag 5, TNAP inh hi DEA -3, PPARg SRC-2 ag 15, TNAP inh no acc -11, bIAP inhibitor 7, Efa HMGR inh 7, PPARg SRC-3 ag 3, TNAP act hiacc 1 and bIAP activator 0.9.
CCN(CC(=O)Nc1ccc2c(c1)OCCO2)CC(=O)Nc1cc(C)on1 was read as SRC2 TRFRET art 1403, PPARg SRC-1 ag -1, TNAP inh hi DEA -2, PPARg SRC-2 ag -1, TNAP inh no acc -6, bIAP inhibitor -12, Efa HMGR inh -9, PPARg SRC-3 ag 1, TNAP act hiacc 1 and bIAP activator 1.1.
Screening CCOC(=O)N1CCC(NC(=O)C2CCCN2C(=O)OCc2ccccc2)CC1 (centres undefined) returned SRC2 TRFRET art 1445, PPARg SRC-1 ag 2, TNAP inh hi DEA -10, PPARg SRC-2 ag 5, TNAP inh no acc -15, bIAP inhibitor 5, Efa HMGR inh -6, PPARg SRC-3 ag -2, TNAP act hiacc 1.1 and bIAP activator 1.
Screening CNc1nc(-c2c[nH]c3ccccc23)cs1 returned SRC2 TRFRET art 1433, PPARg SRC-1 ag 5, TNAP inh hi DEA -5, PPARg SRC-2 ag 6, TNAP inh no acc -20, bIAP inhibitor 1, Efa HMGR inh -3, PPARg SRC-3 ag 14, TNAP act hiacc 1.1 and bIAP activator 1.
Cc1cc(C)c2c(N)c3ccccc3nc2n1 was read as SRC2 TRFRET art 1375, PPARg SRC-1 ag 3, TNAP inh hi DEA -8, PPARg SRC-2 ag 10, TNAP inh no acc -2, bIAP inhibitor 3, Efa HMGR inh -6, PPARg SRC-3 ag 0, TNAP act hiacc 1.1 and bIAP activator 1.
COc1ccc(CCn2nnnc2C(C(C)C)N2CCN(c3ncccn3)CC2)cc1OC (centres undefined) was read as SRC2 TRFRET art 1475, PPARg SRC-1 ag -6, TNAP inh hi DEA -4, PPARg SRC-2 ag -5, TNAP inh no acc -9, bIAP inhibitor -19, Efa HMGR inh -2, PPARg SRC-3 ag -8, TNAP act hiacc 1 and bIAP activator 1.2.
For O=C(COc1cccc2ccccc12)N1CCN(c2ccccn2)CC1 the results were SRC2 TRFRET art 1551, PPARg SRC-1 ag -2, TNAP inh hi DEA 2, PPARg SRC-2 ag 5, TNAP inh no acc -12, bIAP inhibitor 9, Efa HMGR inh -2, PPARg SRC-3 ag 6, TNAP act hiacc 1 and bIAP activator 0.9.
Screening O=C(CN1CCN(S(=O)(=O)c2ccc(Cl)cc2)CC1)Nc1ccc2c(c1)OCCO2 returned SRC2 TRFRET art 1733, PPARg SRC-1 ag 1, TNAP inh hi DEA -6, PPARg SRC-2 ag 6, TNAP inh no acc -15, bIAP inhibitor -4, Efa HMGR inh -3, PPARg SRC-3 ag 3, TNAP act hiacc 1.1 and bIAP activator 1.
`COCCCNC(=S)N1CCN(S(=O)(=O)c2ccc(OC)cc2)CC1` gave SRC2 TRFRET art 1355, PPARg SRC-1 ag -6, TNAP inh hi DEA 2, PPARg SRC-2 ag -5, TNAP inh no acc -2, bIAP inhibitor -15, Efa HMGR inh 3, PPARg SRC-3 ag -4, TNAP act hiacc 1 and bIAP activator 1.2.
For Oc1c(I)cc(I)c2cccnc12 the results were SRC2 TRFRET art 1383, PPARg SRC-1 ag 6, TNAP inh hi DEA -2, PPARg SRC-2 ag 5, TNAP inh no acc 1, bIAP inhibitor -15, Efa HMGR inh 1, PPARg SRC-3 ag -2, TNAP act hiacc 1 and bIAP activator 1.1.
Nc1ccccc1SCC(=O)Nc1ccc(N2CCOCC2)cc1 was read as SRC2 TRFRET art 1408, PPARg SRC-1 ag -2, TNAP inh hi DEA -1, PPARg SRC-2 ag 7, TNAP inh no acc -6, bIAP inhibitor 6, Efa HMGR inh -1, PPARg SRC-3 ag 1, TNAP act hiacc 1 and bIAP activator 0.9.
O=C(Nc1ccc(Oc2ccccc2)cc1)C1CCN(c2ncccn2)CC1 was read as SRC2 TRFRET art 1695, PPARg SRC-1 ag 12, TNAP inh hi DEA -4, PPARg SRC-2 ag 3, TNAP inh no acc -10, bIAP inhibitor 3, Efa HMGR inh -4, PPARg SRC-3 ag 7, TNAP act hiacc 1 and bIAP activator 1.
Screening COc1cccc(CN2CCN(C(=O)c3cc(-c4ccccn4)nc4ccc(Cl)cc34)CC2)c1 returned SRC2 TRFRET art 1403, PPARg SRC-1 ag 3, TNAP inh hi DEA -3, PPARg SRC-2 ag 4, TNAP inh no acc -5, bIAP inhibitor -5, Efa HMGR inh 5, PPARg SRC-3 ag 1, TNAP act hiacc 1 and bIAP activator 1.1.
N#C/C(C(=S)Nc1ccccc1)=C1/NN=C(N2CCOCC2)N1c1ccccc1 was read as SRC2 TRFRET art 1621, PPARg SRC-1 ag 1, TNAP inh hi DEA -1, PPARg SRC-2 ag 1, TNAP inh no acc -10, bIAP inhibitor 6, Efa HMGR inh 0, PPARg SRC-3 ag 2, TNAP act hiacc 1 and bIAP activator 0.9.
For CCCN(c1ccc(C(=O)OC)cc1)S(=O)(=O)c1ccccc1 the results were SRC2 TRFRET art 1627, PPARg SRC-1 ag -2, TNAP inh hi DEA 0, PPARg SRC-2 ag -2, TNAP inh no acc 6, bIAP inhibitor -10, Efa HMGR inh 4, PPARg SRC-3 ag 6, TNAP act hiacc 1 and bIAP activator 1.1.
For Cc1ccc(/C=C2\SC(=S)N(CC(=O)Nc3ncc(Cc4ccccc4Cl)s3)C2=O)cc1 the results were SRC2 TRFRET art 1662, PPARg SRC-1 ag 4, TNAP inh hi DEA -7, PPARg SRC-2 ag 3, TNAP inh no acc -10, bIAP inhibitor 14, Efa HMGR inh 0, PPARg SRC-3 ag 9, TNAP act hiacc 1.1 and bIAP activator 0.9.
Clc1ccc2c(N/N=C/c3cccc(Br)c3)ccnc2c1 was read as SRC2 TRFRET art 1610, PPARg SRC-1 ag 1, TNAP inh hi DEA -3, PPARg SRC-2 ag 0, TNAP inh no acc -4, bIAP inhibitor -1, Efa HMGR inh 1, PPARg SRC-3 ag 3, TNAP act hiacc 1 and bIAP activator 1.
COCCNC(=S)N/N=C(\C)c1cccc(OC)c1 was read as SRC2 TRFRET art 1505, PPARg SRC-1 ag 0, TNAP inh hi DEA 3, PPARg SRC-2 ag -5, TNAP inh no acc -4, bIAP inhibitor -7, Efa HMGR inh -2, PPARg SRC-3 ag -1, TNAP act hiacc 1 and bIAP activator 1.1.
For O=C(NCc1ccc(Cl)cc1)C1CCN(c2cnccn2)CC1 the results were SRC2 TRFRET art 1586, PPARg SRC-1 ag 2, TNAP inh hi DEA -3, PPARg SRC-2 ag 8, TNAP inh no acc -7, bIAP inhibitor -17, Efa HMGR inh 1, PPARg SRC-3 ag 4, TNAP act hiacc 1 and bIAP activator 1.2.
Cc1ccccc1NC(=O)N1CCN(C/C=C/c2ccccc2)CC1 was read as SRC2 TRFRET art 1559, PPARg SRC-1 ag -11, TNAP inh hi DEA -7, PPARg SRC-2 ag -1, TNAP inh no acc -19, bIAP inhibitor -5, Efa HMGR inh 1, PPARg SRC-3 ag 5, TNAP act hiacc 1.1 and bIAP activator 1.1.
CCOC(=O)c1cc(C)n(-c2ccc(OC)c(OC)c2)c1C was read as SRC2 TRFRET art 1576, PPARg SRC-1 ag 3, TNAP inh hi DEA -10, PPARg SRC-2 ag 0, TNAP inh no acc -9, bIAP inhibitor -1, Efa HMGR inh -2, PPARg SRC-3 ag -2, TNAP act hiacc 1.1 and bIAP activator 1.
O=C(Nc1ccccc1C(=O)O)c1cc(S(=O)(=O)N2CCCCC2)cs1 was read as SRC2 TRFRET art 1529, PPARg SRC-1 ag -7, TNAP inh hi DEA 0, PPARg SRC-2 ag -3, TNAP inh no acc -4, bIAP inhibitor 8, Efa HMGR inh 0, PPARg SRC-3 ag 0, TNAP act hiacc 1 and bIAP activator 0.9.
For O=C(NC1CCCCCC1)c1cc(S(=O)(=O)N2CCOCC2)ccc1N1CCCCC1 the results were SRC2 TRFRET art 1532, PPARg SRC-1 ag 0, TNAP inh hi DEA -3, PPARg SRC-2 ag -3, TNAP inh no acc -9, bIAP inhibitor 0, Efa HMGR inh -6, PPARg SRC-3 ag -2, TNAP act hiacc 1 and bIAP activator 1.

4 entries out of the list, ordered by number of heavy atoms, low to high.
Clc1ccc2c(N/N=C/c3cccc(Br)c3)ccnc2c1 was read as SRC2 TRFRET art 1610, PPARg SRC-1 ag 1, TNAP inh hi DEA -3, PPARg SRC-2 ag 0, TNAP inh no acc -4, bIAP inhibitor -1, Efa HMGR inh 1, PPARg SRC-3 ag 3, TNAP act hiacc 1 and bIAP activator 1.
CCOC(=O)c1cc(C)n(-c2ccc(OC)c(OC)c2)c1C was read as SRC2 TRFRET art 1576, PPARg SRC-1 ag 3, TNAP inh hi DEA -10, PPARg SRC-2 ag 0, TNAP inh no acc -9, bIAP inhibitor -1, Efa HMGR inh -2, PPARg SRC-3 ag -2, TNAP act hiacc 1.1 and bIAP activator 1.
O=C(Nc1ccccc1C(=O)O)c1cc(S(=O)(=O)N2CCCCC2)cs1 was read as SRC2 TRFRET art 1529, PPARg SRC-1 ag -7, TNAP inh hi DEA 0, PPARg SRC-2 ag -3, TNAP inh no acc -4, bIAP inhibitor 8, Efa HMGR inh 0, PPARg SRC-3 ag 0, TNAP act hiacc 1 and bIAP activator 0.9.
For O=C(NC1CCCCCC1)c1cc(S(=O)(=O)N2CCOCC2)ccc1N1CCCCC1 the results were SRC2 TRFRET art 1532, PPARg SRC-1 ag 0, TNAP inh hi DEA -3, PPARg SRC-2 ag -3, TNAP inh no acc -9, bIAP inhibitor 0, Efa HMGR inh -6, PPARg SRC-3 ag -2, TNAP act hiacc 1 and bIAP activator 1.

Screening data deposited in PubChem by several laboratories.

Hits appear at their usual frequency. About 1.6% of those tested had a hit in this group.
